Screening data deposited in PubChem BioAssay by several laboratories.
RPL19A TOR yeast = yeast TOR pathway RPL19A-GFP modulation | AID 2025 | S. cerevisiae RPL19A-GFP strain, flow cytometry, 3 h; active compounds read low | actives 0.3% (n = 330,000) | percent response vs DMSO, % at 10 µM;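 active = percent response vs DMSO below 50%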;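 also: median channel GFP fluorescence of the barcoded RPL19A-GFP strain; ratio of sample median GFP to plate DMSO average so 100% = DMSO; lower means less RPL19A-GFP as with rapamycin TOR inhibition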
proCasp3 act = activators of human procaspase-3. recombinant procaspase-3 D3A, Ac-DEVD-pNA absorbance 405 nm. activation, % at 8.5 µM. actives 0.11% (n = 330,000). AID 463141;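 active = activation above the mean of all tested compounds plus 3 SD, cut at about 21% in these data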;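 also: 0% = DMSO alone and 100% = DMSO wells spiked with extra 5 µM PC-3 D3A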
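System: Procaspase-3 D3A mutant. Medium: Zinc-free 300 mM NaCl, 50 mM HEPES, 0.01% Triton X-100. Schedule: 1 h preincubation plus 2 h reaction at 25 °C. Measured by: 405 nm absorbance of p-nitroaniline, reads at 0 and 120 min. Read-out: percent activation relative to control range.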
CR mimetic SO = caloric restriction mimetics inhibiting age-related superoxide in yeast; S. cerevisiae aged cells, superoxide DHE fluorescence; active compounds read low; superoxide response (% of plate mean), % at 10 µM; actives 0.18% (n = 330,000); AID 2690;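 active = superoxide response under a set limit, about three screen SD below normal, cut at about 65% in these data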;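 also: yeast aged for seven days with compound at 30 °C before DHE staining; 100% = average MFI of all compound-treated wells on the plate with controls excluded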
MEP2-GFP yeast = alters MEP2-GFP fluorescence in TOR pathway yeast screen. S. cerevisiae MEP2-GFP strain, flow cytometry GFP, 3 h; 100% = DMSO control level. GFP response vs DMSO, % at 10 µM. actives 0.51% (n = 330,000);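 active = GFP response versus DMSO above a set limit, roughly screen mean plus 3 SD, cut at about 180% in these data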;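 also: median GFP fluorescence of the barcode-gated MEP2-GFP cells per well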
AHR act = human AHR activation; P35869; AHR-responsive luciferase reporter cells, luminescence; activation, % at 5 µM; actives 2.5% (n = 320,000); AID 2796; in the data active = activation above about 47%;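 also: 0% = vehicle wells and 100% = reference agonist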
Target sequence (P35869 whole entry, looked up): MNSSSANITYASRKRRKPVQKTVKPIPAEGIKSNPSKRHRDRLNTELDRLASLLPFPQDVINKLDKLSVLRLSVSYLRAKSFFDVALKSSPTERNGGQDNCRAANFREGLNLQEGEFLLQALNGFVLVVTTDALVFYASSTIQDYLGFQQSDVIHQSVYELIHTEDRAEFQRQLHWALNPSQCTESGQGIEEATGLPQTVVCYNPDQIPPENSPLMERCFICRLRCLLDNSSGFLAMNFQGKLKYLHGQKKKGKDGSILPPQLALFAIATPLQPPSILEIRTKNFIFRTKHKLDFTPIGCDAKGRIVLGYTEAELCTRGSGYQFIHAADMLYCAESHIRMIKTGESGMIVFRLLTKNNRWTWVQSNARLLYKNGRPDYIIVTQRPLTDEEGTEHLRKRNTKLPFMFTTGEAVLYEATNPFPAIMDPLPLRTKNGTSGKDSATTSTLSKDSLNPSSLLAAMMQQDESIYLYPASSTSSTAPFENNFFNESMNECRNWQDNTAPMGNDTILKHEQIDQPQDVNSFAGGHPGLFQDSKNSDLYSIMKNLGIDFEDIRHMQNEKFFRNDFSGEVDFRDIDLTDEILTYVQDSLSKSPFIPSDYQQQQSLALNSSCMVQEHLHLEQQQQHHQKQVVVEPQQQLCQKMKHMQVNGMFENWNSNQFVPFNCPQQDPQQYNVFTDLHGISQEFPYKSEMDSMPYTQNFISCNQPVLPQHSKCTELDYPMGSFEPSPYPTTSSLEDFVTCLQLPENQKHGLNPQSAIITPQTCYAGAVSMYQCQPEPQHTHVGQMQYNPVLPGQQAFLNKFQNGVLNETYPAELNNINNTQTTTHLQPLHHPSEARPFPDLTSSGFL
procasp7 counter = activates human procaspase-7, counter-screen for procaspase-3 activators; activation, % at 8.5 µM; recombinant procaspase-7, Ac-DEVD-pNA absorbance 405 nm; D23A/D198A/D206A triple mutant, cannot self-cleave; scale: DMSO 0, 5 µM enzyme 100; actives 0.093% (n = 330,000);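 active = percent activation above the screen-wide mean plus 3 SD, cut at about 25% in these data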
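Assay system – Uncleavable procaspase-7 mutant enzyme · Quantity – 2 µM procaspase-7 mutant as dispensed · Times – 1 h preincubation, 2 h reaction · Dosing – single nominal 8.5 µM compound dose, 0.8% DMSO final · Buffer or medium – Zinc-free 50 mM HEPES buffer, pH 7.4, with NaCl and Triton X-100 · Detection – Epi-absorbance of released pNA at 405 nm, two timepoints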
GASC-1 inh = inhibitors of human GASC-1 (JMJD2C) demethylase; GST-JMJD2C(1-420) H3K9me3 demethylation, DELFIA europium; actives 0.069% (n = 330,000); inhibition, % at 2.35 µM;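 active = more than half of a compound's replicate wells show inhibition beyond 50%, single wells judged on their own value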;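 also: signal counts dimethyl H3K9 product captured on neutravidin plate; 0% = median of DMSO wells and 100% = 0.3 times that DMSO median; strong numbers were not always called active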
LAP4 TOR yeast = alters LAP4-GFP fluorescence in TOR pathway yeast screen | S. cerevisiae LAP4-GFP multiplex, flow cytometry GFP, 3 h; median GFP as percent of DMSO wells | GFP response vs DMSO, % at 10 µM | actives 0.34% (n = 320,000) | AID 2023;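 active = GFP response vs DMSO above a set limit, about the screen mean plus 3 SD, cut at about 150% in these data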
The depositor's hits bear a star; / = not tested or not shown; [ ] = dose if it differs, or a comment.

Screens in order: RPL19A TOR yeast	GASC-1 inh	proCasp3 act	procasp7 counter	CR mimetic SO	MEP2-GFP yeast	LAP4 TOR yeast	AHR act
1	C/C=C/c1ccc(OCC(=O)N(C)CC(=O)Nc2ccc(F)cc2)c(OC)c1
→ 102	0	-3	-7	92	103	103	5
2	COc1cc(OC)cc(C(=O)Nc2ccccc2C(=O)NCc2cccnc2)c1
→ 109	16	6	8	99	107	107	12
3	O=C1C(=O)N(CCN2CCOCC2)C(c2cccc(Cl)c2)/C1=C(/O)c1ccc2c(c1)OCO2 (stereo unspecified)
→ 103	4	10	-5	106	107	104	4
4	Cc1nc2ccc(NS(=O)(=O)c3c(F)cc(F)cc3Br)cc2s1
→ 101	-9	5	12	102	106	109	4
5	COc1ccc(C(=O)[C@H]2[C@H]3C(=O)N(c4ccccc4)C(=O)[C@H]3C3C=CC=NN32)cc1 (stereo partly specified)
→ 101	3	-4	-4	105	100	109	10
6	C=CCNC(=O)c1ccc(C2SCC(=O)N2Cc2ccco2)cc1 (stereo unspecified)
→ 103	8	1	1	87	104	103	-1
7	c1ccc(NCn2cncn2)nc1
→ 111	11	2	7	101	111	110	2
8	Cc1cc(C(C#N)c2ccccc2)n2ncnc2n1 (stereo unspecified)
→ 97	-3	-7	-1	100	105	104	-1
9	COc1cc(OC)c2c(c1C(CCN1CCOCC1)c1ccc(N(C)C)cc1)OC(=O)CC2c1ccc(N(C)C)cc1 (stereo unspecified)
→ /	-3	-4	7	/	/	/	1
10	CCOc1ccc(-c2csc(Cn3c(CN4CCN(C)CC4)nc4ccccc4c3=O)n2)cc1
→ 97	-2	3	-6	99	99	87	5
11	CC1CN(Cc2csc(-c3ccc(Cl)cc3)n2)CC(C)O1 (stereo unspecified)
→ 96	-22	-1	4	103	91	99	2
12	O=C(NCCO)c1ccc2[nH]c3ccccc3c2c1
→ 99	-9	7	7	85	108	102	2
13	COc1cc(NS(=O)(=O)c2c(C)[nH]c(C)c2C(=O)N2CCCCC2)cc(OC)c1OC
→ 98	-3	-4	-5	103	91	90	1
14	NC(=O)c1ccccc1NC(=O)CS(=O)(=O)Cc1ccccc1
→ 100	-2	-1	0	111	97	100	0
15	O=C1CCCC(O)=C1C1NCCc2ccccc21 (stereo unspecified)
→ 104	-4	-14	-21	112	105	96	-1

Reformatted: 4 of the compounds above
4) Cc1nc2ccc(NS(=O)(=O)c3c(F)cc(F)cc3Br)cc2s1
  RPL19A TOR yeast = 101
  GASC-1 inh = -9
  proCasp3 act = 5
  procasp7 counter = 12
  CR mimetic SO = 102
  MEP2-GFP yeast = 106
  LAP4 TOR yeast = 109
  AHR act = 4

5) COc1ccc(C(=O)[C@H]2[C@H]3C(=O)N(c4ccccc4)C(=O)[C@H]3C3C=CC=NN32)cc1 (stereo partly specified)
  RPL19A TOR yeast = 101
  GASC-1 inh = 3
  proCasp3 act = -4
  procasp7 counter = -4
  CR mimetic SO = 105
  MEP2-GFP yeast = 100
  LAP4 TOR yeast = 109
  AHR act = 10

6) C=CCNC(=O)c1ccc(C2SCC(=O)N2Cc2ccco2)cc1 (stereo unspecified)
  RPL19A TOR yeast = 103
  GASC-1 inh = 8
  proCasp3 act = 1
  procasp7 counter = 1
  CR mimetic SO = 87
  MEP2-GFP yeast = 104
  LAP4 TOR yeast = 103
  AHR act = -1

7) c1ccc(NCn2cncn2)nc1
  RPL19A TOR yeast = 111
  GASC-1 inh = 11
  proCasp3 act = 2
  procasp7 counter = 7
  CR mimetic SO = 101
  MEP2-GFP yeast = 111
  LAP4 TOR yeast = 110
  AHR act = 2

(listing goes on)
Screens in order: RPL19A TOR yeast	GASC-1 inh	proCasp3 act	procasp7 counter	CR mimetic SO	MEP2-GFP yeast	LAP4 TOR yeast	AHR act
16	COc1ccc(N(C)C(=O)Cc2c(C(=O)O)n(C)c3ccccc23)c(OC)c1
→ 109	3	-7	-23	88	105	99	1
17	COc1cc(NC(=S)N2CCN(S(=O)(=O)c3ccc(F)cc3)CC2)cc(OC)c1
→ 115	-7	/	/	111	103	80	/
18	Cc1ccc(C(=O)NCC(=O)NCc2cc(=O)n(C)c(=O)n2C)cc1C
→ 98	1	2	4	109	106	99	1
19	Cc1nc(C)c(C(=O)N(c2ccccc2F)C(C(=O)NCC2CCCO2)c2ccccc2)s1 (stereo unspecified)
→ 100	13	-12	4	109	102	95	5
20	O=C(Nc1ccc(S(=O)(=O)Nc2ncccn2)cc1)C12CC3CC(CC(C3)C1)C2
→ 98	0	8	9	81	98	100	0
21	COc1ccccc1NS(=O)(=O)c1cc(NC(=O)CCNC(C)=O)ccc1C
→ 106	2	4	9	97	98	98	2
22	COCCNC(=O)C(=O)N/N=C/c1ccc(C(=O)OC)cc1
→ 101	1	-2	0	107	99	92	-2
23	CCN(CC)Cc1c(C(=O)OC(C)C)nnn1-c1nonc1N
→ 99	1	4	5	110	105	103	17
24	Cc1onc(-c2ccccc2)c1C(=O)c1c[nH]c(C(=O)NCc2ccncc2)c1
→ 99	-6	-2	3	84	109	113	4
25	O=C(/C=C/c1ccco1)Nc1nc(-c2ccccn2)cs1
→ 99	-7	-4	-2	101	104	105	21
26	OCC1(CCc2ccccc2)CCN(Cc2cccn2-c2cccnc2)CC1
→ 96	-6	3	-1	103	94	97	7
27	O=[N+]([O-])c1cccc(-c2csc(N/N=C/c3cccc(O)c3)n2)c1
→ 100	-6	-2	-1	91	100	100	74*
28	Cc1cc(Cl)cc(Cl)c1OCCOCCN(C)C
→ 113	3	-2	-10	92	95	80	0
29	Cc1ccc(NC(=O)CSc2ncc(S(=O)(=O)c3ccccc3)c(=O)[nH]2)cc1C
→ 104	46	2	10	113	104	92	1
30	O=C(Nc1ccccc1)N1CCC(C(=O)N2CCN(Cc3ccccc3)CC2)CC1
→ 99	3	-3	12	93	106	99	0
31	CC1=CCC2C(=O)N(C(C)c3ccccc3)C(=O)C2C1 (stereo unspecified)
→ 102	0	14	-2	118	97	95	1
32	Cc1nc(C)c(/C(O)=C\c2nc3ccc([N+](=O)[O-])cc3oc2=O)o1
→ 105	-16	-3	-6	112	111	127	0
33	COc1ccccc1OCC(O)CNCc1ccc2c(c1)OCO2 (stereo unspecified)
→ 103	0	5	0	93	112	108	0
34	O=C(Nc1ccc2c(c1)OCO2)c1cccc(S(=O)(=O)N2CCOCC2)c1
→ 105	0	9	3	111	133	126	112*
35	O=C(c1ccc(S(=O)(=O)NCC2CCCO2)cc1)N1CCN(c2ccccc2)CC1 (stereo unspecified)
→ 102	-5	0	4	111	108	110	1
36	Cc1cccc(N2CCN(S(=O)(=O)c3ccc4c(c3)CCCN4C(=O)C3CCC3)CC2C)c1 (stereo unspecified)
→ 98	9	-2	3	96	103	95	-1
37	COc1ccc(-c2csc(NC(=O)CCCc3cccs3)n2)cc1
→ 88[may fluoresce violet]	-3	5	-1	87	105[may fluoresce violet]	92[may fluoresce violet]	1
38	O=S(=O)(/N=C(/Nc1cccc2ccccc12)c1ccc(F)cc1)c1ccccc1
→ 98	1	1	11	114	109	98	24
39	Cc1cc(Nc2ccccc2)n(CCOC(=O)COc2ccccc2)n1
→ 103	14	3	7	94	106	105	1
40	CC1CCC(NC(=O)c2ccc(CNc3c(NC4CCCCC4)c(=O)c3=O)cc2)CC1 (stereo unspecified)
→ 100	-5	4	4	106	109	104	2
41	O=C(N/N=C/c1ccc([N+](=O)[O-])s1)c1ccncc1
→ 105	1	-5	-8	122	111	99	4
42	CCCCNC(=O)Nc1ccccn1
→ /	-6	6	4	94	105	98	0
43	O=C(OCC1COc2ccccc2O1)c1c(F)cccc1F (stereo unspecified)
→ 98	-18	3	4	108	107	118	0
44	COc1cc(NC(=O)CCc2nnc3ccc(N4CCC5(CC4)OCCO5)nn23)cc(OC)c1
→ 102	-24	6	6	102	116	93	2
45	CC(C)OC(=O)CN1C(=O)C(C)(C)Oc2ccc(C(=O)NC3CC3)cc21
→ 97	-2	-4	2	104	94	95	-2
46	COc1ccc(C(=O)Nn2cnnc2)cc1OC
→ 98	2	-3	-1	105	96	101	2
47	O=C(Nc1ccc2c(c1)OCCO2)N1CCN(Cc2ccccc2)CC1
→ 96	-27	-4	5	140	101	94	6
48	CCOC(=O)CNC(=O)CSc1ccc2nnc(-c3cccnc3)n2n1
→ 89	-7	1	9	88	102	101	-1
49	O=C(CCC(=O)N1CCOc2ccc(Cl)cc21)NCCCN1CCN(c2ccccc2F)CC1
→ 95	2	6	0	88	103	110	0
50	N#C/C(=C\Nc1ccc(Cl)cn1)S(=O)(=O)c1ccccn1
→ 97	-6	4	5	103	97	110	-1
51	COc1ncnc2c1oc1ccccc12
→ 109	/	11	9	85	107	91	11
52	Cc1ccc(/C=N/NC(=O)C2CC(=O)N(c3ccccc3)C2)s1 (stereo unspecified)
→ 104	4	5	-8	87	101	97	32
53	Cc1cc(C)cc(OCC(=O)NNC(=O)CCC(=O)NCc2ccccc2)c1
→ 97	1	0	-7	125	99	93	7
54	COc1ccc(Br)cc1CN1CCCCCCC1
→ 103	-14	1	11	115	103	99	-3
55	Cc1ccc(NS(=O)(=O)c2cc(C(=O)OCC(=O)NCC3CCCO3)ccc2C)cc1 (stereo unspecified)
→ 97	-17	8	6	95	97	100	2
56	COc1ccc(OCC#CCNC(C)(C)C)cc1
→ 93	1	2	-5	102	94	90	3
57	c1ccc(OCc2nnnn2-c2ccccc2)cc1
→ 96	6	-3	6	111	98	90	1
58	CC1CCN(S(=O)(=O)c2cccc(C(=O)Nc3ccccn3)c2)CC1
→ 95	-11	3	-1	88	97	99	-3
59	CC(C)C(C)(C#N)NC(=O)CSc1nnc(-c2ccccc2)o1 (stereo unspecified)
→ 101	-1	4	7	104	101	105	0
60	CC(Oc1ccc2c3c(c(=O)oc2c1)CCCC3)C(=O)NCc1ccncc1 (stereo unspecified)
→ 98	-2	-7	-8	93	110	100	-8

An unsorted share of the library, and some 3.8% of all compounds hit somewhere here.
